# Assay outcomes (PubChem BioAssay)
# IkB signaling = IkB Signaling; actives 0.04% (n = 110,000); Potency, µM (doses to about 57.1 µM), inactives show at the top dose IkBa stabilization activation; AID 445, 2006; ABC-DLBCL IkBa-CBG/CBR dual luciferase ratio, 4 h; response scale: scaled: untreated 0%, proteasome inhibitor 100%; active = well fitted curve in the direction sought with a large enough effect in the signal ratio, not every such curve was filed as active; inconclusive = small, poorly fitted or top-dose-only effect, or a change in a side signal; the % refers to the signal ratio;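 note: the direction sought is a rising ratio; 0% = basal untreated cells and 100% = reference inhibitor full response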
#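 In this assay, an IκBα–CBG68 fusion accumulates when IKK-driven degradation is blocked; native CBR normalizes for cell number. OCI-Ly3 cells were treated 4 h with compound and doxycycline, then green and red light read after Chroma-Glo addition.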
# p53ts 32C kill = qHTS Screen for Compounds that Selectively Target Cancer Cells with p53 Mutations: Cytotoxicity of p53ts Cells at the Permissive Temperature; actives 0.93% (n = 130,000); H1299-p53A138V at 32C, ATP luminescence viability, 24 h; Potency, µM (top dose mostly 46.1 µM), without a hit: top-dose activity change, negative = cytotoxicity, hits mostly cytotoxic; AID 924, 2007;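 note: 0% = DMSO and -100% = full killing by reference compound; nearly all actives have a fitted effect of over 55% in size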
#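 Cells: H1299 p53ts (A138V), 600/well, pre-incubated 16–30 h at 37C. Cpd up to 46 uM, 24 h, 32C. Readout: ATPlite luminescence, 20 min RT. Normalization: DMSO vs tamoxifen 100 uM. AC50 by Hill equation.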
# p53ts 39C tox = qHTS Screen for Compounds that Selectively Target Cancer Cells with p53 Mutations: Cytotoxicity of p53ts Cells at the Nonpermissive Temperature. H1299-p53A138V viability at 39C, ATP luminescence, 24 h. Potency, µM (titrated, usually from 46.1 µM), for inactives: at the highest dose activity change, negative = cell killing, hits mostly cytotoxic. actives 1.5% (n = 130,000); note: nearly all actives have a fitted effect of over 55% in size
# Peg3 imprint = qHTS Assay for Compounds that Induce Erasure of Genomic Imprints | mouse ES Peg3-LacZ reporter, beta-gal luminescence, 40 h | Potency, µM (series often up to 60.7 µM), without a hit: top-dose activity change, positive = activation, usual class: activators | actives 0.02% (n = 110,000);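 note: 0% = negative control wells on the plate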
#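 Gelatin-coated wells received 300 freshly trypsinized female ES cells with a Peg3LacZ-Neo reporter on the maternal allele, then incubated 40 hours at 37C. BetaGlo was added for 5 minutes at room temperature before a single luminescence read.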
# Numbers without * were called inactive; ? = inconclusive; / = not tested or not shown; [ ] = remark or other dose. Unless noted, calls come from the whole dose curve; as a rule, active = well fitted curve in the direction sought with a large enough effect; inconclusive = small, poorly fitted or top-dose-only effect, or another doubt; inactive = no such curve, though single readings can be large; an effect the other way counts as inactive or inconclusive. Unless noted, % is set by controls: 0 for no effect and ±100 for the full control effect; potency is the fitted concentration of half-maximal effect.
SMILES,IkB signaling,p53ts 32C kill,p53ts 39C tox,Peg3 imprint
COC(=O)c1ccc(O)c(Sc2cc(C(=O)OC)ccc2O)c1,?,?,?,-5%
CCOc1ccc(-n2c(SC(C)C)nc3c(c2=O)SCC3)cc1,3.1%,20%,-1%,-15%
CC(C)Cn1c(C(C)C)nc([N+](=O)[O-])c1Sc1ccc(Cl)cn1,/,-2%,-16%,/
CCn1c(=O)n(CC)c2cc(S(=O)(=O)Nc3ccccc3C)c(C)cc21,1.0%,3%,6%,-7%
O=C(CSc1nc(Nc2ccccc2)nc(N2CCOCC2)n1)Nc1ccc2c(c1)OCCO2,?,2%,5%,-4%
CC(=O)c1cccc(NC(=O)c2cnn(-c3cccc(C)c3)c2-n2cccc2)c1,?,-2%,-25%,-10%[10.9 µM]
O=C(CSc1ccc(-c2nc3ccccc3[nH]2)cn1)N1CCN(C(=O)c2ccco2)CC1,?,?,-27%,-32%[inhibitor]
CC(C)(C)OC(=O)N1CCCC1C(=O)NCCc1ccccc1 (stereo unspecified),4.6%,-1%,0%,-7%
N/C(=N\c1nc2c(c(=O)[nH]1)CCCC2)Nc1ccc(Oc2ccccc2)cc1,/,2%,8%,/
Cc1ccccc1C(=O)NCCc1csc(-c2ccc(C(F)(F)F)cc2)n1,3.1%,-1%,?,-7%[10.9 µM]
COCCCNC(=O)c1ccc(NC(=O)c2nsc3ccccc23)cc1,?,-25%,-31%,3%[10.9 µM]
Cc1ccc(-c2nc3ccccn3c2Nc2ccc3c(c2)OCO3)cc1,?,1%,-17%,-11%[10.9 µM]
CCCc1nnc(NC(=O)c2nc(SCC)ncc2Cl)s1,?,8%,15%,-12%[10.9 µM]
Cc1ccc(S(=O)(=O)NCCc2nnc3ccc(SCc4cccc(F)c4)nn23)cc1,?,1%,4%,-17%[10.9 µM]
O=C(CN1C(=O)CCSc2ccccc21)Nc1ccc(F)cc1,/,4%,1%,/
c1ccc([C@H](CCN2CCCC2)c2ccccn2)cc1,0.2%[11.4 µM],6%[9.22 µM],13%[9.22 µM],-8%[10.9 µM]
CCOC(=O)C1=C(CS(=O)(=O)c2ccccc2)NC(=O)NC1c1ccccc1 (stereo unspecified),-0.2%,5%,0%,-2%
N#Cc1ccc(CN2CCCC3(CCNCC3)C2)cc1,2.3%[11.4 µM],-9%,-9%,/
CC(C)(C)c1ccc(OCC(=O)NCc2ccco2)cc1,-0.6%,-14%,-14%,1%
Cc1cc(C(=O)O)c(S(C)(=O)=O)s1,0.5%,0%,4%,-11%
COc1ccc(CNc2ncncc2-c2ccccc2C(F)(F)F)c(OC)c1,-0.6%[11.4 µM],6%,3%,-17%
COc1ccc(-n2c(=O)cnc3cnc(Oc4cccc(Cl)c4)nc32)cc1,0.0%[11.4 µM],0%,1%,/
CCOc1ccc(CNC(=O)Cn2ncc3c(=O)oc4ccc(C)cc4c32)cc1,1.6%,13%,-22%,-1%[10.9 µM]
COC(=O)c1ccc(Cl)cc1NC(=O)NC(C)c1c(-n2cccc2)sc(C)c1C (stereo unspecified),-2.3%,15%,-9%,-7%[10.9 µM]
Cn1c(=O)c2c(nc(CN3CCCCC3)n2Cc2c(F)cccc2Cl)n(C)c1=O,-0.2%,14%,21%,-16%

# Looked up above.
# `COC(=O)c1ccc(O)c(Sc2cc(C(=O)OC)ccc2O)c1` in Peg3 imprint is listed with -5%
# `CCn1c(=O)n(CC)c2cc(S(=O)(=O)Nc3ccccc3C)c(C)cc21` in IkB signaling is listed with 1.0%
# `COc1ccc(CNc2ncncc2-c2ccccc2C(F)(F)F)c(OC)c1` in p53ts 32C kill is listed with 6%
# `Cc1cc(C(=O)O)c(S(C)(=O)=O)s1` in Peg3 imprint is listed with -11%
# `COc1ccc(-n2c(=O)cnc3cnc(Oc4cccc(Cl)c4)nc32)cc1` in p53ts 32C kill is listed with 0%

# Compounds above that have an aryl thioether with sulfur outside any ring (seven):
SMILES,IkB signaling,p53ts 32C kill,p53ts 39C tox,Peg3 imprint
COC(=O)c1ccc(O)c(Sc2cc(C(=O)OC)ccc2O)c1,?,?,?,-5%
CCOc1ccc(-n2c(SC(C)C)nc3c(c2=O)SCC3)cc1,3.1%,20%,-1%,-15%
CC(C)Cn1c(C(C)C)nc([N+](=O)[O-])c1Sc1ccc(Cl)cn1,/,-2%,-16%,/
O=C(CSc1nc(Nc2ccccc2)nc(N2CCOCC2)n1)Nc1ccc2c(c1)OCCO2,?,2%,5%,-4%
O=C(CSc1ccc(-c2nc3ccccc3[nH]2)cn1)N1CCN(C(=O)c2ccco2)CC1,?,?,-27%,-32%[inhibitor]
CCCc1nnc(NC(=O)c2nc(SCC)ncc2Cl)s1,?,8%,15%,-12%[10.9 µM]
Cc1ccc(S(=O)(=O)NCCc2nnc3ccc(SCc4cccc(F)c4)nn23)cc1,?,1%,4%,-17%[10.9 µM]

# Further records follow:
SMILES,IkB signaling,p53ts 32C kill,p53ts 39C tox,Peg3 imprint
CCn1c(SCC(=O)NCc2ccccc2)nc2ccccc2c1=O,1.8%,3%,3%,/
CCS(=O)(=O)Nc1ccc(-c2nnc(SCC(=O)c3ccc(NC(C)=O)c(OC)c3)o2)cc1,-3.3%,7%,14%,15%
O=C1CSC(c2cccnc2)N1C1CCCCC1 (stereo unspecified),-1.4%,0%,-20%,-8%
CCOC(=O)c1ccc(N2CN=C3SCC(=O)N3C2)cc1,-0.1%,-3%,-1%,-7%
Cc1noc(/C=C/N(C)C)c1S(=O)(=O)N(C)CC(=O)N1CCc2ccccc21,-0.7%,-10%,-13%,-7%
COc1ccc(N2CCN(C(=O)c3ccc4c(=O)n(CCc5ccc(OC)c(OC)c5)c(=O)[nH]c4c3)CC2)cc1,-2.6%,13%,41%[activator],-23%[10.9 µM]
Cc1ccc(Nc2c(-c3ccc(C)o3)nc3cccc(C)n23)cc1,?,14%,-14%,-4%[10.9 µM]
O=C(Nc1ccc(N2CCOCC2)c(Cl)c1)c1cccnc1Cl,/,8%,15%,/
COc1ccc(CN(Cc2ccco2)C(=O)COc2ccc(Cl)cc2C)cc1,?,4%,-22%,-9%[10.9 µM]
CCOc1ccc(NC(=O)c2c(NCc3ccc(C)o3)sc3c2CCC(C)C3)cc1 (stereo unspecified),-0.1%,19%,11%,-9%[10.9 µM]
CCOc1ccc(NC(=O)c2cc3n(n2)C(C(F)(F)F)CC(c2ccco2)N3)cc1 (stereo unspecified),6.1%,-6%,-15%,-15%
COc1ccccc1-c1cc(C(=O)NC(C)C)no1,?,-16%,-17%,-21%
CCCc1nnc(NC(=O)c2cc(OC)cc(OC)c2)s1,0.1%,9%,-5%,-25%
COc1ccc(C(=O)N2CCN(c3nc4ccccc4o3)CC2)cc1OC,3.9%,-4%,-8%,-27%
COc1ccc(-n2ncc3c(NCc4ccccn4)ncnc32)cc1,/,1%,0%,/
COc1ccc(CCC(=O)NC2CC(=O)N(c3ccccc3)C2)cc1 (stereo unspecified),1.7%,5%,26%,13%[10.9 µM]
CC(C)(C)OC(=O)N1CCC(c2c(C(=O)NCc3cccs3)cnn2-c2cccc(F)c2)CC1,?,13%,-10%,12%[10.9 µM]
CCN=C(NCC)SC1CC(=O)N(c2ccccc2)C1=O (stereo unspecified),2.6%,-2%,0%,5%
O=C(N/N=C/c1ccc(O)cc1)/C(=C/c1ccccc1)CCO,/,-18%,-28%,/
COCC(=O)Nc1nc2ccc(S(C)(=O)=O)cc2s1,-3.0%,-6%,10%,-16%
CCc1ccccc1NC(=O)Cn1cc(C(=O)c2ccc(Cl)cc2)c(=O)c2ccc(C)nc21,-0.2%,-5%,-6%,6%[10.9 µM]
CCOc1ccc2oc(=O)cc(CN3CCN(C(=O)c4ccc(F)cc4)CC3)c2c1,?,8%,-16%,-13%[10.9 µM]
O=C(c1ccc(=O)n(Cc2ccccc2)n1)N1CCN(C/C=C/c2ccccc2)CC1,2.9%,-10%,-13%,-18%
COc1ccc(N2Cc3cccc(C(=O)Nc4ccc(C(C)C)cc4)c3C2=O)cc1,-1.2%,5µM*,4µM*,-12%[10.9 µM]
CCOC(=O)CCCN1C(=O)CCn2nc(-c3cn(C)c4ccccc34)cc21,35%,3%,-2%,9%[10.9 µM]

# Going on with the list:
SMILES,IkB signaling,p53ts 32C kill,p53ts 39C tox,Peg3 imprint
Cc1ccc(C2c3[nH]c4ccccc4c3CCN2C(=O)c2ccc(N(C)C)cc2)cc1 (stereo unspecified),1.2%,47%[activator],33%[activator],6%[10.9 µM]
CCOC(=O)N1CCN(C(=O)C2CC(c3ccccc3OC)=NO2)CC1 (stereo unspecified),1.4%,20%,5%,-10%
Cc1cn2c(=O)cc(COC(=O)c3ccc(NC(=O)COc4ccccc4F)cc3)nc2s1,-1.8%,-2%,7%,-7%[10.9 µM]
Cc1cc(C)cc(N2CCN(C(=O)N3CCOCC3)CC2)c1,0.1%,-9%,17%,2%
CC1CCCN(S(=O)(=O)c2ccc(NC(=O)c3cccc(-n4cnnn4)c3)cc2)C1 (stereo unspecified),?,-4%,1%,-16%
OCCN1CN=C(Nc2nc3ccccc3o2)NC1,-0.6%,-2%,-6%,13%
Oc1ccccc1-c1cc(C(F)(F)C(F)F)[nH]n1,?,13%,24%,-17%
COc1ccc(N2C(=NC(C)=O)SC3CS(=O)(=O)CC32)cc1OC (stereo unspecified),-0.1%,7%,5%,2%
N#C/C(=C(/O)CN1C(=O)c2ccccc2C1=O)c1nc2ccccc2[nH]1,?,9%,12%,15%
CCn1c(SCC(=O)NCCOc2ccccc2)nc2ccccc2c1=O,1.1%,4%,13%,-1%
CCC1(CC)C(=O)C(C)(C)C(=O)OC1c1cccs1 (stereo unspecified),3.0%,12%,4%,-18%
COc1ccc(CCNc2ncnc3nc[nH]c23)cc1OC,1.6%,-7%,8%,-15%
CCOC(=O)Cc1csc(/N=C/c2c(O)n(-c3ccc(C)c(C)c3)c(=O)c3ccccc23)n1,/,0%,3%,/
O=C1CCCN1CCCN1C(=O)N[C@@H](Cc2ccccc2)C1=O,-1.3%,-3%,5%,1%
COc1ccc(CNC(=O)c2cccc(NC(=O)N3CCSc4ncccc43)c2)cc1,-0.1%,-5%,-23%,5%[10.9 µM]
Cc1cc(C)n2cc(CSc3nnnn3-c3ccccc3C)nc2n1,1.1%,0%,2%,-10%
COc1ccc(N2CCN(C(CNS(=O)(=O)c3cc(F)ccc3F)c3cccnc3)CC2)cc1 (stereo unspecified),2.7%,-5%,2%,-13%
Cc1ccc(N2C(=O)C(Cl)=C(NCCO)C2=O)c(C)c1,1.5%,-9%,-2%,0%
CCOC(=O)N/N=C1/C[C@@H](O)[C@@H](O)[C@@H]2[C@@H]3C(=O)N(Cc4ccccc4)C(=O)[C@H]3CC[C@@H]12,/,-1%[9.22 µM],-11%[9.22 µM],/
O=C(c1ccccc1Cl)N1CCN(c2ccccn2)CC1,0.9%,0%,6%,4%
Cn1c(CNc2ccc(Cl)cc2)nnc1SCc1ccccc1,1.9%,-6%,-14%,-9%
COc1ccc(NC(=O)c2ccc3c(=O)n4nc(Nc5ccccc5C)sc4nc3c2)cc1,-1.0%,-29%,-22%,-9%[10.9 µM]
C[N+](C)(C)/N=C\c1ccc(O)c(O)c1,3.1%[11.4 µM],-7%[9.22 µM],2%[9.22 µM],-7%[10.9 µM]
Cc1cccc(CNc2cc(-c3ccccc3CN(C)C)ncn2)c1,-0.9%[11.4 µM],-8%,-10%,-7%
CCc1nc2nc(C)cc(Nc3cc(Cl)ccc3C)n2n1,-3.7%,20%,-2%,-12%[10.9 µM]
CCOc1ccc2nc(Nc3nc4c(c(=O)[nH]3)CCC4)nc(C)c2c1,-2.4%,-7%,10%,-4%
N#CCc1nc(CSc2nc3ccccc3o2)cs1,0.5%,-4%,-8%,-26%
CC(C)CN(CC(C)C)S(=O)(=O)N1CCC(C(=O)NCCN2CCOCC2)CC1,-0.9%,-4%,1%,-17%

# Reformatted tab-delimited: entries from further up.
structure	IkB signaling	p53ts 32C kill	p53ts 39C tox	Peg3 imprint
CCc1nc2nc(C)cc(Nc3cc(Cl)ccc3C)n2n1	-3.7%	20%	-2%	-12%[10.9 µM]
CCOc1ccc2nc(Nc3nc4c(c(=O)[nH]3)CCC4)nc(C)c2c1	-2.4%	-7%	10%	-4%
N#CCc1nc(CSc2nc3ccccc3o2)cs1	0.5%	-4%	-8%	-26%
